AI-2 QS mod – modulators of Vibrio harveyi AI-2 quorum sensing system; hit rate 0.4% among 300,000; Vibrio harveyi JMH597 AI-2 luminescence/OD600 ratio, 9 h; active compounds read low; strain lacks LuxN and CqsS sensors; 0 = neutral-control median; activity change, % at 7.5 µM; in the data active = activity change below about -75%, passing the limit was not always enough;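 note: luminescence divided by OD600 gain over 9 h not by final OD600 alone; inactives centre near 13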
GSK3A inh – human GSK-3 alpha kinase inhibition | ADP-Glo luminescence, 60 min | inhibition, % at 10 µM | hit rate 0.1% among 320,000 | AID 2650;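 in the data active = inhibition above about 50%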;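 note: GST-tagged GSK-3 alpha with peptide substrate and 25 µM ATP; 0% = DMSO neutral wells and 100% = GW8510 positive control wells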
Target sequence (P49840 whole entry, looked up): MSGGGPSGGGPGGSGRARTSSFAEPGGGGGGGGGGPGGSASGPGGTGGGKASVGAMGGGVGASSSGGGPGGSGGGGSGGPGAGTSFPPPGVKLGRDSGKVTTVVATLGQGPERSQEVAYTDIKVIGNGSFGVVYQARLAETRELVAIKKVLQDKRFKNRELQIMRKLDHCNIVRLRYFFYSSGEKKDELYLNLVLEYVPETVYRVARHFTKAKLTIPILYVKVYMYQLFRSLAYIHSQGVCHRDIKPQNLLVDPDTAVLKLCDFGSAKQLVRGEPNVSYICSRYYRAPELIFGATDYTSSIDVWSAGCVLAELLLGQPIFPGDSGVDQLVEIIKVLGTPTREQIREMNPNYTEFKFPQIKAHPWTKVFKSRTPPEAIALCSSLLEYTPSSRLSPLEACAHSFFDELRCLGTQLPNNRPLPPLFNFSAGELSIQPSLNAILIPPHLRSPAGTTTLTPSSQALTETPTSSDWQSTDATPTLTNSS
HSF-1 act – increases HSF-1 driven luciferase reporter signal; NIH3T3-HGL HSF-1 luciferase reporter, MG132, 8 h; 100% = twice DMSO control signal; activation, % at 9 µM; hit rate 1.7% among 300,000; AID 504408;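 active = mean replicate activation of at least 50% with a set share of replicates each reaching 50%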;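 note: 0% = median of the neutral control wells and 100% = twice that signal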
HSF1 inh – HSF1 inhibition | NIH3T3-HGL HSE-luciferase, MG132-induced, luminescence 8 h; active compounds read low | activity change, negative = inhibition, % at 7.5 µM (by protocol) | hit rate 0.77% among 300,000;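 active = more than half of replicate wells show activity change below -50%, luminescence cut by over half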;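 note: luciferase reports HSF-1 transcriptional activity via heat shock element; 0% = median of DMSO wells and -100% = zero luminescence signal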
KLF5 inh – suppresses KLF5 promoter-driven expression; hit rate 0.23% among 290,000; inhibition, % at 5 µM; DLD-1 KLF5 promoter-luciferase reporter, luminescence;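 active = inhibition above a per-plate limit of that plate's mean compound inhibition plus 3 SD, cut at about 60% in these data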;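 note: 0% = DMSO wells and 100% = LY294002 at 200 µM; higher means less KLF5 promoter-driven luciferase light; inactives centre near -14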
GSK3beta inhib – inhibitors of human GSK3beta kinase | P49841 | GST-GSK3beta kinase, ADP-Glo luminescence, 60 min; active compounds read low | activity score (negative = inhibition), % at 10 µM | hit rate 0.038% among 300,000 | AID 2097;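 active = more than half of replicate wells score below -50%, meaning over 50% inhibition versus plate controls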;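 note: 0% = median DMSO wells and -100% = median GW8510 positive control wells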
Target sequence (P49841 whole entry, looked up): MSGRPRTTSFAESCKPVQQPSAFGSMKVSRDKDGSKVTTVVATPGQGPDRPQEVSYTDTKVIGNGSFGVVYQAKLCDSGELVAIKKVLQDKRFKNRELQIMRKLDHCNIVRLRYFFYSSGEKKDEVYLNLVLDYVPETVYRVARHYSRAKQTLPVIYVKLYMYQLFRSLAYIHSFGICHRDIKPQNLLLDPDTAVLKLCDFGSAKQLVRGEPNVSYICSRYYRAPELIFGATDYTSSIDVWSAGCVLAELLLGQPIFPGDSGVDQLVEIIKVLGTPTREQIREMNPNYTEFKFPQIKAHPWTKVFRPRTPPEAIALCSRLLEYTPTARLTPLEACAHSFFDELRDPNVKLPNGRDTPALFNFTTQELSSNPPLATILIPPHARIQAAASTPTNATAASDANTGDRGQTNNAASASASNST
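Assay system: GST-tagged human GSK3beta kinase, cell-free; Input: 1.6 ng GSK3beta; Medium: Tris/MgCl2 kinase buffer; Timing: 60 min enzyme reaction, room temperature; Signal: ADP-Glo luminescence quantifying ADP generated by kinase; Evaluation: score relative to plate controls; Benchmarks: DMSO neutral wells and GW8510 at 20 µM as positive.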
HSP90 inh – inhibitors of HSP90 luciferase refolding in rabbit reticulocyte lysate | luciferase refolding luminescence, 3 h | inhibition, % at 5.6 µM | hit rate 0.91% among 290,000 | AID 1789;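 active = inhibition above the screen-wide mean plus 3 SD, computed separately per campaign, cut at about 16% in these data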;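 note: 0% = DMSO wells and 100% = 60 µM geldanamycin wells; inhibitors lower the luminescence because luciferase stays unfolded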
PolyA inhibitor – yeast polyadenylation inhibition; S. cerevisiae SKY197-pL101 polyadenylation reporter, beta-gal luminescence; efflux-impaired pdr1/pdr3 knockout yeast; score 100 = 6 SD above DMSO; calls only at 12 µM; hit rate 0.02% among 300,000;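 active = lowest replicate activity score at least 50, where 100 means six control SD above control mean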;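 note: yeast exposed to compound for 9 h at 30 °C; higher score means more reporter readthrough which indicates perturbed polyadenylation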
IEC-6 cytotox – IEC-6 cytotoxicity, counter-screen for KLF5 inhibitors | luminescence viability | inhibition, % at 5 µM | hit rate 0.78% among 290,000 | AID 1825; in the data active = inhibition above about 22%;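 note: 0% = plate median of test compound wells and 100% = cytotoxic reference compound wells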
aSyn UTR inh – MLPCN primary screen, SNCA 5' untranslated region. alpha-synuclein 5'UTR reporter, inhibitor activity. inhibition, % (tested at 7.5 µM). hit rate 0.82% among 300,000. AID 1813; in the data active = inhibition above about 60%;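 note: H4 neuroglioblastoma cells stably carrying SNCA 5'UTR luciferase fusion; 0% = DMSO wells and 100% = positive control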
* hit, by the source's call; i = inactive; x = not tested or not shown. A portion of the library. The share of hits here may be higher or lower than overall.

Results follow in this order: HSP90 inh, aSyn UTR inh, AI-2 QS mod, GSK3beta inhib, GSK3A inh, HSF1 inh, IEC-6 cytotox, KLF5 inh, PolyA inhibitor, HSF-1 act
O=C(NCCCn1ccnc1)C(=O)NCC1OCCN1S(=O)(=O)c1ccc(Cl)cc1 (stereo unspecified)
  2, 5, 8, 2, 0, -17, -3, -13, i, -43
N/N=C(\Cc1cscn1)c1ccc(O)cc1O
  -6, 12, 43, -1, 2, 1, -5, -21, i, -2
COc1ccc(C(=O)CSc2nnc(-c3cc(C)on3)o2)cc1
  -3, 2, 9, -1, 4, -3, 1, -32, i, -1
CCC(C)(C)n1nnnc1C(c1cccnc1)N1CCC(Cc2ccccc2)CC1 (stereo unspecified)
  -1, -6, 16, 3, 0, 11, 1, -6, i, 19
N#CCn1cnc2c(oc3ccccc32)c1=O
  -2, 21, 9, 1, -1, 8, -4, -9, i, -1
Cc1c(O)cc2c(c1O)C(=O)CC(c1ccc(O)cc1)O2 (stereo unspecified)
  -3, -25, 34, 2, 0, -4, -2, -12, i, -13
CN(C(=O)c1cccc(C#CC(C)(C)O)c1)C1CCCN(Cc2ccccc2F)C1 (stereo unspecified)
  -3, 26, 4, 1, -1, 8, -3, -2, i, 13
NC(=O)COc1ccc(NC(=O)OCc2ccccc2)cc1
  0, -39, -53, -1, 1, -2, -1, 2, i, -1
O=C(CNC(=S)N(Cc1ccc(F)cc1)C1CCCCC1)NCC1CCCO1 (stereo unspecified)
  1, -5, 4, 2, -5, 0, 1, -10, i, 12
CC(C)(C)OC(=O)NCCCCC1=CC2=CC(=O)C(C)(OC(=O)c3cnc4ccccc4n3)C(=O)C2=CO1 (stereo unspecified)
  x, 4, 18, -5, 0, 4, x, x, i, -6
CCc1nnc(NC(=O)CSc2nccn2-c2cccc(C)c2)s1
  -2, -5, 30, -1, -4, 5, 3, -6, i, -1
CSc1ncccc1C(=O)N(C)CC(=O)Nc1cccc(F)c1
  -1, -6, 17, -1, 0, -3, -3, -32, i, 0
COc1ccc(C(=O)Nc2c(N)nc(SCC(=O)N3CCC(C)CC3)[nH]c2=O)cc1
  -1, -4, 22, 4, -3, -7, -2, -11, i, -8
CC(=O)NC(C(=O)N1CCC(c2nc3ccccc3s2)CC1)C(C)C (stereo unspecified)
  -3, 14, 9, -14, 2, -2, 0, -15, i, -7
O=C(CSCc1c(Cl)cccc1Cl)NCc1ccco1
  -2, 23, 0, 0, -4, -5, -2, -4, i, 0
Cc1cccnc1NC(=O)c1ccc(Br)o1
  x, 2, 2, 2, 0, -2, x, x, i, -1
CCCn1c(NC(=O)C2CCN(C(=O)c3ccccc3C)CC2)nc2ccccc21
  x, 3, 7, 1, -2, 2, x, x, i, 1
O=C(Nc1ncc(Cc2cccc(Cl)c2)s1)c1ccc([N+](=O)[O-])cc1
  -1, 45, 0, 1, 1, 2, 0, 4, i, -6
Cc1cc2cc(C(c3nnnn3C3CCCC3)N(Cc3cccnc3)Cc3ccco3)c(=O)[nH]c2cc1C (stereo unspecified)
  2, -21, 20, -4, -3, 12, -2, -17, i, 21
COc1cccc(OCc2cc(C(=O)N(C)C3CCOCC3)no2)c1
  0, -1, 15, -2, -1, -4, 0, -27, i, 1
Cc1ccc(C(C(=O)NCC2CCCO2)N(C(=O)c2snc(C(N)=O)c2N)c2ccccc2F)o1 (stereo unspecified)
  1, 6, 1, -5, -1, 9, -1, -32, i, 24
COc1ccc(CN(C)C(=O)Cc2ccc(OC)c(S(=O)(=O)N3CCOCC3)c2)cc1
  x, 7, 9, 3, 1, 0, x, x, i, 0
c1ccc(-c2nc(-c3ccco3)n3ccccc23)cc1
  0, 5, 6, -28, -1, -1, -6, -8, i, 26
CCN(CC(=O)Nc1ccccc1C(F)(F)F)C(=O)c1cc(S(=O)(=O)N(C)C)ccc1N1CCCC1
  -3, -6, 11, -5, -1, 0, -6, -32, i, 9
O=C(/C=C/c1ccc(Br)cc1)NCCCn1ccnc1
  0, 2, 21, 1, -2, 10, -2, -30, i, 6
COC(=O)C(NC(C)=O)(Nc1cccc(C)n1)C(F)(F)F (stereo unspecified)
  8, 0, 4, 6, -2, 0, -11, -4, i, 17
C=C1N(c2ccc(Cl)cc2)C(=O)OC1(C)C
  1, 4, 16, 0, -1, -1, -1, -35, i, 13
Cn1c(=O)c2c([nH]c(=S)n2CCCc2ccccc2)n(C)c1=O
  -1, -13, 45, 2, -1, 0, 1, -49, i, 32
CN1CCN(CCCNC(=O)c2cc3c(=O)oc4ccccc4c3s2)CC1
  4, x, x, x, -1, x, 8, -2, x, x
COc1ccc(N2CCN(C(=O)C3CC(O)CN3S(=O)(=O)c3ccc([N+](=O)[O-])cc3)CC2)cc1 (stereo unspecified)
  -4, 15, 3, 1, -3, -5, 1, -44, i, 8
Cn1c(SCC(=O)Nc2ccccc2[N+](=O)[O-])nnc1C(F)(F)F
  -3, 6, 11, 1, -2, 2, -7, 5, i, 15
O=C(CCc1nc2ccccc2c(=O)[nH]1)NCCN1C(=O)S/C(=C\c2ccc(Cl)cc2Cl)C1=O
  x, -19, 42, 0, 2, 9, x, x, i, 17
CNC(=S)Nc1cc(C)ccc1OC(F)F
  -3, -10, 27, 1, -5, 1, -5, -24, i, 12
CCOC(=O)C1CCN(C(=O)Cn2nc(C)n3c(cc4cc(C)ccc43)c2=O)CC1
  0, 13, 30, -1, -3, 1, -8, -21, i, 11
COC(=O)c1cc2c(s1)-c1ccc(OC)cc1CC2
  -2, -212, 3, 6, 1, 26, 0, 7, i, 35
CC1=NN(C(=O)c2csc(C)c2C)C(O)(C(F)(F)F)C1 (stereo unspecified)
  -2, 18, 10, -2, 0, -5, 13, -14, i, -1
Cc1ccc(C(=O)c2sc3c(c2N)c(=O)[nH]c(=O)n3CCc2ccccc2)cc1
  -2, -23, 25, 2, 2, 3, 0, -16, i, 36
O=C(COC(=O)CNS(=O)(=O)c1c(Cl)cccc1Cl)Nc1cccnc1Cl
  0, 6, -7, 1, 0, -2, 3, 7, i, 3
Cc1ccc(C)c2[nH]c(=O)c(CCNC(=O)CCc3ccccc3)cc12
  1, 15, 10, 1, 7, 0, 2, 1, i, 2
CCN(CC(=O)Nc1c(F)cccc1F)C(=O)CCc1c[nH]c2ccccc12
  -1, 6, 8, 1, -3, 7, -7, -26, i, 10
O=C1C2C(c3cccc(/C=C/c4ccccc4)c3)CC=CC2C(c2ccc(C(F)(F)F)cc2)N1Cc1ccccc1 (stereo unspecified)
  x, -47, -3, 3, -2, -8, x, x, i, 1
O=C(/C=C/c1ccccc1)C1=C(O)C(=O)N(CCO)C1c1cccc([N+](=O)[O-])c1 (stereo unspecified)
  0, -5, 21, 0, -3, -5, 4, 1, i, 0
CCOc1ccc(C(=O)Nc2ccccc2NC(C)=O)cc1OCC
  0, -4, 25, 2, -1, 8, -3, -21, i, -1
COc1ccc(CC2(CO)CCN(S(=O)(=O)c3c(C)nn(C)c3C)CC2)cc1
  0, 12, 5, 1, -2, 2, 1, -12, i, -6
COc1cccc(OCC(=O)Nc2ccccc2C(N)=O)c1
  2, -126, 1, -1, -1, 24, 1, -94, i, 28
COc1cc(NC(=O)Nc2cccc(C(C)=O)c2)cc(OC)c1OC
  1, 3, -19, 1, 4, 5, 9, -9, i, 5
Cc1cccc(C(=O)O/N=C(\N)c2ccc(Br)cc2)c1
  -1, -211, 14, -3, 1, 21, -3, -119, i, 38
Cc1cccc(N(Cc2cc3ccccc3[nH]c2=O)S(C)(=O)=O)c1
  1, -29, 12, -2, -2, 8, -1, -41, i, 6
COCCn1c(CNc2ccc(F)cc2)nnc1SCC(=O)Nc1ccc(OC)cc1OC
  3, -7, 9, 4, 1, -2, 9, 7, i, 2
COc1ccc(C(=O)N(CCc2ccccc2)Cc2cccs2)c(OC)c1
  1, 15, 21, -20, -1, -2, -1, -4, i, 9

(continued)
Results follow in this order: HSP90 inh, aSyn UTR inh, AI-2 QS mod, GSK3beta inhib, GSK3A inh, HSF1 inh, IEC-6 cytotox, KLF5 inh, PolyA inhibitor, HSF-1 act
O=C(NCCS(=O)(=O)N1CCN(c2ccccc2F)CC1)c1cc(=O)c2ccccc2o1
  -3, 9, 18, 2, 0, 0, 6, -7, i, 1
COc1cccc(C(=O)Nc2c(F)cccc2F)c1
  1, 5, 25, 1, -1, -8, 1, -56, i, -4
CC(=O)NNc1nc(-c2ccc(C)cc2)cs1
  0, -21, -6, 0, -2, -2, -3, -26, i, -2
COc1cc(-c2nc(-c3ccc(NC(=O)c4ccc5c(c4)OCO5)cc3)no2)cc(OC)c1OC
  -4, 7, 12, 2, 0, -10, -2, -26, i, 6
CCN(C(=O)c1cccc(Br)c1)C1CCS(=O)(=O)C1 (stereo unspecified)
  x, 0, 14, 3, 2, -4, x, x, i, 4
Cn1c(N)c(C(=O)CSc2nc3ccccc3c(=O)n2Cc2ccccc2)c(=O)n(C)c1=O
  0, -10, 30, 2, -1, 6, -1, -14, i, 20

10 of these compounds in a different format:
Compound,HSP90 inh,aSyn UTR inh,AI-2 QS mod,GSK3beta inhib,GSK3A inh,HSF1 inh,IEC-6 cytotox,KLF5 inh,PolyA inhibitor,HSF-1 act
COc1ccc(CC2(CO)CCN(S(=O)(=O)c3c(C)nn(C)c3C)CC2)cc1,0,12,5,1,-2,2,1,-12,i,-6
COc1cccc(OCC(=O)Nc2ccccc2C(N)=O)c1,2,-126,1,-1,-1,24,1,-94,i,28
COc1cc(NC(=O)Nc2cccc(C(C)=O)c2)cc(OC)c1OC,1,3,-19,1,4,5,9,-9,i,5
Cc1cccc(C(=O)O/N=C(\N)c2ccc(Br)cc2)c1,-1,-211,14,-3,1,21,-3,-119,i,38
Cc1cccc(N(Cc2cc3ccccc3[nH]c2=O)S(C)(=O)=O)c1,1,-29,12,-2,-2,8,-1,-41,i,6
COCCn1c(CNc2ccc(F)cc2)nnc1SCC(=O)Nc1ccc(OC)cc1OC,3,-7,9,4,1,-2,9,7,i,2
COc1ccc(C(=O)N(CCc2ccccc2)Cc2cccs2)c(OC)c1,1,15,21,-20,-1,-2,-1,-4,i,9
O=C(NCCS(=O)(=O)N1CCN(c2ccccc2F)CC1)c1cc(=O)c2ccccc2o1,-3,9,18,2,0,0,6,-7,i,1
COc1cccc(C(=O)Nc2c(F)cccc2F)c1,1,5,25,1,-1,-8,1,-56,i,-4
CC(=O)NNc1nc(-c2ccc(C)cc2)cs1,0,-21,-6,0,-2,-2,-3,-26,i,-2

Bioassay records deposited in PubChem BioAssay by several laboratories.
